Screening data deposited in PubChem BioAssay by Sanford-Burnham Center for Chemical Genomics.
Hsp70 inhibitors – Hsp70 inhibitors, probe displacement, primary screen, biochemical, fluorescence polarization (AID 583). Hsp70 fluorescence polarization probe displacement, mP; higher % means a stronger effect. one-dose displacement, % at 20 µM; IC50 in µM for titrated hits. actives 0.06% (n = 140,000); in the data active = displacement above about 50%;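 also: plate controls were vehicle for no effect and reference ligand for full effect; a part of the inactive calls stands beside numbers as strong as those of hits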
MKP-3 inhibition – MKP-3 phosphatase inhibitors, primary screen, biochemical, rat enzyme, in vitro (AID 425). actives 0.17% (n = 110,000). recombinant MKP-3 phosphatase activity, fluorescence; higher % means a stronger effect. one-dose inhibition, % at 20 µM; IC50 in µM for titrated hits; in the data active = inhibition above about 50%;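 also: plate controls were vehicle for no effect and reference inhibitor for full effect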
The depositor's hits bear a star. These rows are one share of the data. The share of hits here may be higher or lower than overall.

What do the screens show for `Cc1cc(C2=CC(C)(c3cc(C)oc3C)Nc3nc(C(F)(F)F)nn32)c(C)o1` (configuration not stated)?
Hsp70 inhibitors: 2.2%; MKP-3 inhibition: 3%

Results for O=C1S/C(=C\c2ccc(Br)cc2)C(=O)N1c1ccc(Cl)cc1 ?
Hsp70 inhibitors: 5.4%; MKP-3 inhibition: 1%

How did O=C(CCc1ccccc1)NC(NC(=S)Nc1ccc(Br)cc1)C(Cl)(Cl)Cl (configuration not stated) do in these assays?
Hsp70 inhibitors: 3.5%

Results for O=C(O)CCCNS(=O)(=O)c1cccc2nsnc12 ?
Hsp70 inhibitors: 3.1%

Results for NS(=O)(=O)c1cccc(NC(=O)c2cc(I)ccc2Cl)c1 ?
Hsp70 inhibitors: 3.7%; MKP-3 inhibition: 1%

Results for CCn1c(=O)cc(OCC(=O)NC(C)c2ccc3c(c2)OCCO3)c2ccccc21 (configuration not stated) ?
Hsp70 inhibitors: 7.5%

How did COc1ccc([N+](=O)[O-])cc1NC(=O)CC(c1ccccc1)c1ccccc1 do in these assays?
Hsp70 inhibitors: -1.6%; MKP-3 inhibition: 5%

Results for O=Nc1c(-c2ccccc2)[nH]n(-c2ccccc2)c1=O ?
Hsp70 inhibitors: -4.0%; MKP-3 inhibition: -2%

What do the screens show for `Cc1ccsc1/C=C1/SC(N2CCCC2)=NC1=O`?
Hsp70 inhibitors: 2.4%; MKP-3 inhibition: -3%

Results for CCc1nnc(/N=C/c2c(C)[nH]n(-c3ccc(C)c(C)c3)c2=O)s1 ?
Hsp70 inhibitors: 4.3%; MKP-3 inhibition: 0%

How did C/C(=N\Nc1nnc(-c2ccccc2)c(-c2ccccc2)n1)c1cccc([N+](=O)[O-])c1 do in these assays?
Hsp70 inhibitors: -3.0%; MKP-3 inhibition: 0%

How did COC(=O)c1ccc(C(=O)OC)c(NC(=O)COc2ccc(Cl)cc2C)c1 do in these assays?
Hsp70 inhibitors: -0.5%; MKP-3 inhibition: 0%

Results for CCC1=NN2C(=N)/C(=C/c3ccc(-c4ccc(F)cc4)o3)C(=O)N=C2S1 ?
Hsp70 inhibitors: -2.7%; MKP-3 inhibition: -2%

What do the screens show for `Cc1cc(C)c(S(=O)(=O)NCCC2CCCN2C)c(C)c1` (configuration not stated)?
Hsp70 inhibitors: -2.4%; MKP-3 inhibition: 6%

What do the screens show for `CCOC(=O)N1CCN(C2CC(=O)N(c3ccc(Cl)cc3)C2=O)CC1` (configuration not stated)?
Hsp70 inhibitors: 1.3%; MKP-3 inhibition: 0%

What do the screens show for `COc1cc(OC)cc(-c2cc3nc4c(c(N5CCN(c6ncccn6)CC5)n3n2)CCCC4)c1`?
Hsp70 inhibitors: -29%; MKP-3 inhibition: 0%

Results for CN1CCN(S(=O)(=O)c2ccc(NC(=O)c3ccc(Br)o3)cc2)CC1 ?
Hsp70 inhibitors: 0.1%; MKP-3 inhibition: -4%

Results for COC(=O)c1ccc(Oc2nc(NC(C)C)nc(N(C)C)n2)cc1 ?
Hsp70 inhibitors: 3.2%; MKP-3 inhibition: -1%

What do the screens show for `COc1ccc(C(=O)N(CCN2CCOCC2)CC(=O)NC2CCCC2)cc1OC`?
Hsp70 inhibitors: 11%; MKP-3 inhibition: -14%

Results for Cc1ccc(-c2ccc(NC(=O)c3ccccc3)cc2)o1 ?
Hsp70 inhibitors: -0.8%; MKP-3 inhibition: 2%

How did O=C(C1CCCN(S(=O)(=O)c2cccc3cccnc23)C1)N1CCN(c2ccccc2F)CC1 (configuration not stated) do in these assays?
Hsp70 inhibitors: 1.5%; MKP-3 inhibition: -10%

What do the screens show for `O=C(NCc1ccc2c(c1)OCO2)Oc1ccccc1`?
Hsp70 inhibitors: 0.8%; MKP-3 inhibition: -13%

How did O=C1NC(=O)/C(=C\c2cc3c(cc2[N+](=O)[O-])OCO3)S1 do in these assays?
Hsp70 inhibitors: 15%; MKP-3 inhibition: 122%*

What do the screens show for `c1ccc(OCc2nn3c(-c4cccnc4)nnc3s2)cc1`?
Hsp70 inhibitors: -1.0%; MKP-3 inhibition: 0%

Results for Cc1c(C(=O)NCc2ccc3c(c2)OCO3)oc2ccc(S(=O)(=O)N3CCCCCC3)cc12 ?
Hsp70 inhibitors: 0.7%; MKP-3 inhibition: -4%

Results for CCC(C)N(NC(C)=O)c1nc(Cl)nc(NC(C)(C)C)n1 (configuration not stated) ?
Hsp70 inhibitors: 0.2%

What do the screens show for `CCN(CC)C(=O)COC(=O)c1ccc(O)cc1`?
Hsp70 inhibitors: -0.9%; MKP-3 inhibition: -8%

How did CCCc1cc(N2CCCC2)n2nc(C)c(-c3ccccc3)c2n1 do in these assays?
Hsp70 inhibitors: -4.0%; MKP-3 inhibition: 2%

Results for Clc1ccccc1CSc1nnc(-c2ccccn2)n1Cc1ccco1 ?
Hsp70 inhibitors: -0.8%; MKP-3 inhibition: -6%

How did Cc1noc(C)c1C(=O)OCC(=O)Nc1cc(Cl)ccc1Oc1ccccc1 do in these assays?
Hsp70 inhibitors: -1.2%

How did O=C1NCc2ccccc2C1(c1ccc(F)cc1)c1ccc(F)cc1 do in these assays?
Hsp70 inhibitors: -6.4%; MKP-3 inhibition: 5%

Results for S=c1nn[nH]n1C12CC3CC(CC(C3)C1)C2 ?
Hsp70 inhibitors: 0.4%

How did N#Cc1nc(-c2ccco2)oc1NCCCn1ccnc1 do in these assays?
Hsp70 inhibitors: -0.5%; MKP-3 inhibition: -1%

Results for C/C(=N\NC(=O)COc1ccccc1C)c1ccccc1 ?
Hsp70 inhibitors: 0.4%; MKP-3 inhibition: -1%

How did CCOC(=O)N1CCN(C(=O)CCN2C(=O)COc3ccccc32)CC1 do in these assays?
Hsp70 inhibitors: 2.1%; MKP-3 inhibition: 4%

What do the screens show for `Clc1ccc2c(Sc3cccc4cccnc34)ccnc2c1`?
Hsp70 inhibitors: 0.2%; MKP-3 inhibition: 4%

Results for CN1CCN(Cn2c(O)c(N=NC(=O)c3ccccc3Br)c3ccccc32)CC1 ?
Hsp70 inhibitors: -1.3%; MKP-3 inhibition: 1%

What do the screens show for `Cc1ccc2oc(-c3ccc(NC(=O)/C=C/c4ccccc4)cc3O)nc2c1`?
Hsp70 inhibitors: 12%; MKP-3 inhibition: 7%

How did Cc1cccc(-n2c(C)cc(/C=C3/NC(=O)NC3=O)c2C)c1 do in these assays?
MKP-3 inhibition: 1%

Results for NC(=S)N/N=C\c1ccc(-c2cccc(Cl)c2Cl)o1 ?
Hsp70 inhibitors: 3.8%

What do the screens show for `COC(=O)c1ccc2c(=O)n(CCCN3CCOCC3)c(=S)[nH]c2c1`?
Hsp70 inhibitors: -3.8%; MKP-3 inhibition: -13%

Results for O=C(NCC1CCCO1)C1CCN(S(=O)(=O)c2cccc3cccnc23)CC1 (configuration not stated) ?
Hsp70 inhibitors: 0.2%; MKP-3 inhibition: 0%

What do the screens show for `O=c1cc(C(F)(F)F)c2ccc(OCc3ccc(Cl)cc3)cc2o1`?
Hsp70 inhibitors: -1.6%; MKP-3 inhibition: 6%

Results for CC(=O)CC(=O)Nc1ccc(Br)cc1 ?
Hsp70 inhibitors: 0.4%; MKP-3 inhibition: 0%

How did CCOC(=O)C(Sc1nn(C)c(=S)s1)C(C)=O (configuration not stated) do in these assays?
Hsp70 inhibitors: -4.0%

How did C/C(=N/NC(=O)Nc1ccccc1)C1CC1 do in these assays?
Hsp70 inhibitors: 3.2%; MKP-3 inhibition: 0%

Results for O=c1oc2c3c4c(cc2s1)CCCN4CCC3 ?
Hsp70 inhibitors: 15%; MKP-3 inhibition: 7%

How did Cc1cc(C)n2nc(C(=O)Nc3nnc(C4CC4)s3)nc2n1 do in these assays?
Hsp70 inhibitors: 7.2%

What do the screens show for `Cn1c(NC(=O)c2cc(Br)ccc2Cl)cc(=O)n(C)c1=O`?
Hsp70 inhibitors: 2.3%; MKP-3 inhibition: -2%

What do the screens show for `COc1ccc(Br)cc1CNc1ccc(O)cc1`?
Hsp70 inhibitors: 22%; MKP-3 inhibition: -12%

Nothing new here: an excerpt of the list.
Results for O=c1oc2c3c4c(cc2s1)CCCN4CCC3 ?
Hsp70 inhibitors: 15%; MKP-3 inhibition: 7%

How did Cc1cc(C)n2nc(C(=O)Nc3nnc(C4CC4)s3)nc2n1 do in these assays?
Hsp70 inhibitors: 7.2%

What do the screens show for `Cn1c(NC(=O)c2cc(Br)ccc2Cl)cc(=O)n(C)c1=O`?
Hsp70 inhibitors: 2.3%; MKP-3 inhibition: -2%

Back to the main list, starting five compounds before the break.
How did C/C(=N/NC(=O)Nc1ccccc1)C1CC1 do in these assays?
Hsp70 inhibitors: 3.2%; MKP-3 inhibition: 0%

Results for O=c1oc2c3c4c(cc2s1)CCCN4CCC3 ?
Hsp70 inhibitors: 15%; MKP-3 inhibition: 7%

How did Cc1cc(C)n2nc(C(=O)Nc3nnc(C4CC4)s3)nc2n1 do in these assays?
Hsp70 inhibitors: 7.2%

What do the screens show for `Cn1c(NC(=O)c2cc(Br)ccc2Cl)cc(=O)n(C)c1=O`?
Hsp70 inhibitors: 2.3%; MKP-3 inhibition: -2%

What do the screens show for `COc1ccc(Br)cc1CNc1ccc(O)cc1`?
Hsp70 inhibitors: 22%; MKP-3 inhibition: -12%

How did COc1ccc(CN2CCC(=O)NC2=O)cc1 do in these assays?
Hsp70 inhibitors: -0.7%; MKP-3 inhibition: 0%

How did CC(C)(C)Nc1nc(Oc2ccc(=O)n(-c3ccccc3)n2)nc(N2CCOCC2)n1 do in these assays?
Hsp70 inhibitors: 6.1%; MKP-3 inhibition: 0%

Results for C/C(Nc1ccc(Cl)cc1)=C(/C#N)C(N)=O ?
Hsp70 inhibitors: 1.2%

How did Cc1ccc(C(C)C)c(OCC(=O)Nc2cc(C(F)(F)F)ccc2Cl)c1 do in these assays?
Hsp70 inhibitors: -4.4%; MKP-3 inhibition: -5%

Results for COc1ccc(CCC2(C)NC(=O)NC2=O)cc1 (configuration not stated) ?
Hsp70 inhibitors: 2.4%; MKP-3 inhibition: -12%

Results for CCCNc1cc(C)oc(=O)c1C(=O)CCC ?
Hsp70 inhibitors: -1.0%

How did Cc1ccc(S(=O)(=O)Nc2cc(C(C)(C)C)c(O)c(C(C)(C)C)c2)cc1 do in these assays?
Hsp70 inhibitors: -0.4%; MKP-3 inhibition: 0%

What do the screens show for `CNC(=S)N/N=C1\C(=O)c2cccc3cccc1c23`?
Hsp70 inhibitors: 7.1%

Results for COC(=O)C1(S(=O)(=O)c2cccc3nsnc23)CC1 ?
Hsp70 inhibitors: 4.6%; MKP-3 inhibition: 5%

What do the screens show for `Cc1nccn1CC(=O)N1c2ccccc2Sc2ccccc21`?
Hsp70 inhibitors: 0.0%; MKP-3 inhibition: 7%

Results for O=C(N/N=C/c1coc2ccccc2c1=O)c1cc(O)cc(O)c1 ?
Hsp70 inhibitors: 4.5%; MKP-3 inhibition: 3%

Results for O=C(CSc1nnc2sc3ccccc3n12)NCc1ccc2c(c1)OCO2 ?
Hsp70 inhibitors: -0.7%; MKP-3 inhibition: -9%

How did CC(Oc1cccc(Cl)c1)C(=O)Nc1cc([N+](=O)[O-])ccc1Cl (configuration not stated) do in these assays?
Hsp70 inhibitors: 1.9%; MKP-3 inhibition: 4%

How did COc1ccc(CN(C)C2CCCCC2)c(C)c1C do in these assays?
Hsp70 inhibitors: -0.1%

How did O=C1CC(=O)N(c2cccc(Cl)c2)N1 do in these assays?
Hsp70 inhibitors: 0.9%; MKP-3 inhibition: 0%

What do the screens show for `COc1cc(NC(=O)c2cccc(F)c2)cc(OC)c1`?
Hsp70 inhibitors: 2.3%; MKP-3 inhibition: -1%

How did Cc1ccc(S(=O)(=O)N=C2C=C(Cl)C(=O)C(Br)=C2)cc1 do in these assays?
Hsp70 inhibitors: 9.9%; MKP-3 inhibition: 14%

Results for CCN(CC)c1nc(OCCNC(=O)Nc2ccccc2)nc(N(CC)CC)n1 ?
Hsp70 inhibitors: -0.3%

Results for CCC1(CC)NC(=O)N(CC(=O)OCn2nnc3ccccc3c2=O)C1=O ?
Hsp70 inhibitors: -2.0%; MKP-3 inhibition: -7%

How did FC(F)(F)c1cccc(Nc2ncnc3ccccc23)c1 do in these assays?
Hsp70 inhibitors: 0.3%; MKP-3 inhibition: 2%

What do the screens show for `CN(Cc1ccccc1)C(=O)c1cc2nc(-c3ccccc3)cc(-c3ccccc3)n2n1`?
Hsp70 inhibitors: 2.8%; MKP-3 inhibition: -1%

Results for O=C(Nc1nnc(COc2ccc(F)cc2)s1)c1cccc2ccccc12 ?
Hsp70 inhibitors: -2.8%; MKP-3 inhibition: 5%

How did Cc1ccccc1NC1=CC(=O)CC(C)(C)C1 do in these assays?
Hsp70 inhibitors: -2.3%

Results for CCCCCC(=O)N1CCN(c2ccc(C(C)=O)cc2F)CC1 ?
Hsp70 inhibitors: 2.0%; MKP-3 inhibition: -3%

What do the screens show for `COc1cccc(N(CC(=O)Nc2cc(OC)ccc2OC)S(=O)(=O)c2ccccc2)c1`?
Hsp70 inhibitors: -0.5%; MKP-3 inhibition: 3%

How did COCCNc1oc(-c2ccc(Cl)cc2)nc1C#N do in these assays?
Hsp70 inhibitors: -1.9%; MKP-3 inhibition: 8%

How did Fc1ccc(NC(=S)N2CCN(C/C=C/c3ccccc3)CC2)cc1 do in these assays?
Hsp70 inhibitors: 1.6%; MKP-3 inhibition: 4%

How did Cc1ccccc1C(=O)Nc1ccc(-c2ccccc2)cc1 do in these assays?
Hsp70 inhibitors: 9.8%; MKP-3 inhibition: 1%

What do the screens show for `CC(C)N(Cc1ccccc1)C(=O)c1cnc2n(c1=O)CCS2`?
Hsp70 inhibitors: 0.1%; MKP-3 inhibition: -7%

How did O=C(/C=C/c1ccc([N+](=O)[O-])cc1)NCCSc1ccccn1 do in these assays?
Hsp70 inhibitors: -3.2%; MKP-3 inhibition: 0%
